From PubChem BioAssay
CCT chaperon mod = cytosolic chaperonin activity modulation. purified chaperonin ATPase assay, HTRF ADP detection, 30 min. AID 651819. activity change, % (test concentration not listed), hits read low. actives 0.3% (n = 360,000); in the data active means activity change below about -30%; further: on the % scale 0 is the no-effect control and ±100 the full control effect
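ATPase activity: ADP formed was measured by HTRF Transcreener (665/615 nm ratio) after 30 min at 37 deg C with 10 uM ATP. Compounds screened at one 76 uM concentration against 40 or 20 nM TRiC in Tris pH 7.4/KCl/MgCl2/DTT buffer.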
D3 ag = agonists of human D3 dopamine receptor. max activation, %. actives 0.58% (n = 410,000). D3R DiscoveRx beta-arrestin cells, luminescence, 90 min. P35462; in the data active means max activation above about 30%; further: 0% is about no effect; mostly tested at two doses, the higher about 12 µM
Target sequence (P35462 whole entry, looked up): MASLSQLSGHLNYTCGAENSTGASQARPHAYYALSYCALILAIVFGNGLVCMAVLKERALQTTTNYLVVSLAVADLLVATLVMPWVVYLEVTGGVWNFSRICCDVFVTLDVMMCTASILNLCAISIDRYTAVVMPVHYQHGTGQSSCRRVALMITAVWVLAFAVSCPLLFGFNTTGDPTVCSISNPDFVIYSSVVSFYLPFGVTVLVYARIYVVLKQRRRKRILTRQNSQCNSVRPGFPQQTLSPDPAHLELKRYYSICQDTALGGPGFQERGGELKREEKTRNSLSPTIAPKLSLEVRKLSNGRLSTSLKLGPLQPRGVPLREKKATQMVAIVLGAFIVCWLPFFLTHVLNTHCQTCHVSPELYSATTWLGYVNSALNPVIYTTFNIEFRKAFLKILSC
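Cells at 1500/well, incubated overnight, then treated with pinned compounds (dopamine as control) for 90 min at 37 degrees C. DiscoveRx reagent added for 30 - 60 minutes at room temperature; luminescence read.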
EPAC2 antagonist = antagonists of human EPAC2; Q8WZA2; EPAC2 GEF exchange of Rap1B-BODIPY-GDP, fluorescence; Potency, µM (titrated, usually from 114 µM), inactives show at the highest dose activity, negative = inhibition, actives largely listed as inhibitors; actives 0.18% (n = 360,000); AID 720708; further: potency means the concentration at half of the fitted maximal effect; on the % scale 0 is the no-effect control and ±100 the full control effect; nearly all actives have a fitted effect of over 45% in size; many of its hits are not listed in these tables
D3 antag = antagonists of human D3 dopamine receptor; D3R cells, DiscoveRx beta-arrestin luminescence, antagonist mode; hits give low values; actives 2.5% (n = 360,000); max response, negative = inhibition, %; AID 652054; P35462; in the data active means max response below about -50%; inconclusive means no clear call, values can overlap the other calls; further: on the % scale 0 is the no-effect control and ±100 the full control effect; mostly tested at two doses, the higher about 12 µM
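Cells expressing the human receptor were seeded at 1500 cells/well, incubated overnight at 37 degrees C in 5% CO2, then exposed to library compounds with dopamine controls for 90 minutes at 37 degrees C before luminescent detection.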
Mm-Cpn inhibitor = inhibitors of Methanococcus maripaludis chaperonin (MmCpn) | Potency, µM (top dose mostly 76.9 µM), without a hit: at the top dose activity, negative = inhibition, actives largely listed as inhibitors | purified Mm-Cpn ATPase, ADP Transcreener TR-FRET | actives 0.031% (n = 330,000); further: potency means the concentration at half of the fitted maximal effect; on the % scale 0 is the no-effect control and ±100 the full control effect; nearly all actives have a fitted effect of over 80% in size
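Measured: ADP formation by purified Mm-CPN. Conditions: 25 nM protein, 10 uM ATP, Tris pH 7.4 with Mg2+, K+ and DTT, 37°C for 30 min. Detection: Transcreener HTRF after 30 min at room temperature.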
EPAC2 agonist = agonists of human EPAC2 (RAPGEF4); EPAC2 activation, biochemical qHTS; response scale: 100% = 6.5 mM cAMP response; Potency, µM (series often up to 154 µM), inactives show at the top dose activation, most hits filed as activators; Q8WZA2; actives 0.079% (n = 360,000); further: potency means the concentration at half of the fitted maximal effect; nearly all actives have a fitted effect of over 50% in size
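Guanine nucleotide exchange by EPAC2 is measured as reduced fluorescence of BODIPY-GDP once it is released from 250 nM Rap1B. Plates are read kinetically for 30 min at room temperature; results are scaled to 6.5 mM cAMP.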
PTHR1 ag = PTHR1 (human) receptor agonism. Q03431. HEK293 GP2 PTHR1 cells, GloSensor cAMP luminescence, 1 h. Potency, µM (doses to about 115 µM), inactives show top-dose activation, hits mostly activators. actives 0.075% (n = 410,000). AID 743266; further: potency means the concentration at half of the fitted maximal effect; nearly all actives have a fitted effect of over 55% in size; some results filed as inactive show a strong effect at the top dose; inactives centre near -15; many of its hits are not listed in these tables
Target sequence (Q03431 whole entry, looked up): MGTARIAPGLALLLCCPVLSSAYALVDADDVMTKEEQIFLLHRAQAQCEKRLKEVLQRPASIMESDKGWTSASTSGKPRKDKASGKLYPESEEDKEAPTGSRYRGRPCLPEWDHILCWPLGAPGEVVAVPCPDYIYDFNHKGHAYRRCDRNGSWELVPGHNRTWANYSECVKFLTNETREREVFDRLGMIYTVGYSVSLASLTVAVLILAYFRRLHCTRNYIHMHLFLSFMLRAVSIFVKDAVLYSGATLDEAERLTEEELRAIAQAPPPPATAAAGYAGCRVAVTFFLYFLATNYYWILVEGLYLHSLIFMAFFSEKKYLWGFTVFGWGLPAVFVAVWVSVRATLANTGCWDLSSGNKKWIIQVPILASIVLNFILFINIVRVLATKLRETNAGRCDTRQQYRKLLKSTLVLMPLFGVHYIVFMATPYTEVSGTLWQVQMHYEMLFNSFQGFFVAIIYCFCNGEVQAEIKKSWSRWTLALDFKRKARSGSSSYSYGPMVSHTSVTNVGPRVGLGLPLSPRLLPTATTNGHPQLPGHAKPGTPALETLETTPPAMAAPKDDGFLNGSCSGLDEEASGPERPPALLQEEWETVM
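HEK-293-derived GP2 cells expressing PTHR1 and a GloSensor cAMP reporter, 3,000/well, plated overnight, given luciferin plus IBMX (each 0.5 mM as added) for 1 h at 37 °C, then compound for 1 h at 37 °C. Luminescence was read after 15 min at room temperature.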
Akt phos inh = inhibitors of Akt phosphorylation | Neuro2A IGF-stimulated pAkt S473 HTRF, 20 min; hits give low values | actives 0.32% (n = 360,000) | activity change, % for hits at 50 µM | AID 651550; in the data active means activity change below about -80%; inconclusive means mostly about -51% to -80%; further: on the % scale 0 is the no-effect control and ±100 the full control effect
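Neuro2A cells in DMEM with 0.5% FBS, overnight at 37 deg C, given compound at single 50 µM final, then IGF (6 nM final) for 20 min at 37 deg C. Lysed; phospho-Akt Ser473 by HTRF after 24 h, 665/615 ratio.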
An asterisk follows results filed as active; i = inactive; ? = inconclusive; . = no result given; [ ] = dose if it differs, or a comment. Unless noted, the call rests on the fitted dose curve; in most records, active means well fitted curve in the direction sought with a large enough effect; inconclusive means small, poorly fitted or top-dose-only effect, or another doubt; inactive means no such curve, though single readings can be large; an effect the other way counts as inactive or inconclusive. Only part of the results is shown. The share of hits here may be higher or lower than overall.

Molecule	CCT chaperon mod	D3 ag	EPAC2 antagonist	D3 antag	Mm-Cpn inhibitor	EPAC2 agonist	PTHR1 ag	Akt phos inh
COc1ccc([C@H]2CC(=O)C=C(c3ccc4c(c3)OCCO4)C2)cc1	2.2	9	-9%	1	-4%	14%	i	i
COc1ccc(CCNc2nc(-c3ccco3)cc(C(F)(F)F)n2)cc1OC	-1.2	2	-2%	16	1%	-1%	-23%	i
CC(=NNC(=S)N1CCC1)c1ccccn1	-2.4	2	-4%	7	.	7%	i	i
S=C(c1ccc(-c2ccc(Cl)cc2Cl)o1)N1CCCCC1	-0.6	4	2%	-18	1%	2%	-15%	i
COc1ccc2ccn(S(=O)(=O)c3ccccc3)c2c1	-1.2	4	-25%	7	-1%	20%	-15%	i
COCCNC(=O)C(c1cccs1)N(C(=O)Cn1nnc2ccccc21)c1cccc(C)c1 (stereo not given)	-1.8	4	1%	10	?	1%	i	i
CC1(C(=O)NCc2cccnc2)CCC(=O)N1Cc1cccs1 (stereo not given)	1.1	3	9%	-1	0%	5%	i	i
CCCCN1CC[C@H]2C=CC[C@@H](C(=O)Nc3ccc(OC)cc3)[C@H]2C1=O	1.6	1	4%	7	.	8%	i	i
Cc1c(C)c2ccc(OCC(=O)N3CCN(c4cccc(Cl)c4)CC3)cc2oc1=O	-1.3	-2	-13%	17	-2%	13%	-29%	.
COc1ccc(-c2cc(-c3cc(C)ccc3O)[nH]n2)cc1	0.1	1	-25%	2	1%	20%	-5%	i
NNC(=O)c1ccccc1CO	-0.2	34*	2%	24	.	3%	-16%	i
C/C(CC(=O)NC(C)(C)C)=N\NC(=O)c1ccco1	0.1	5	-1%	0	-4%	1%	i	i

Part of the list above, with two lines to a compound:
Values in the order – CCT chaperon mod	D3 ag	EPAC2 antagonist	D3 antag	Mm-Cpn inhibitor	EPAC2 agonist	PTHR1 ag	Akt phos inh
COc1ccc(CCNc2nc(-c3ccco3)cc(C(F)(F)F)n2)cc1OC
  -1.2	2	-2%	16	1%	-1%	-23%	i
C/C(CC(=O)NC(C)(C)C)=N\NC(=O)c1ccco1
  0.1	5	-1%	0	-4%	1%	i	i

Later entries:
Molecule	CCT chaperon mod	D3 ag	EPAC2 antagonist	D3 antag	Mm-Cpn inhibitor	EPAC2 agonist	PTHR1 ag	Akt phos inh
CCN(CC)S(=O)(=O)c1cc(NC(=O)CO/N=C(\N)c2ccccc2Cl)ccc1C	-2.5	6	-5%	9	-1%	1%	-19%	i
Cc1cc(C)nc(NC(=O)Cc2ccc([N+](=O)[O-])cc2)c1	-34*	-1	10%	-3	0%	12%	-29%	i
CCN(CCCNC(=O)C1CCCN(S(=O)(=O)CC)C1)c1cccc(C)c1 (stereo not given)	-0.1	-4	-2%	12	-11%	8%	i	i
CCCc1cc(=O)[nH]c2nnc(SCC(=O)NC3CCCCC3)n12	-2.3	4	7%	-1	1%	-6%	-17%	i
COCC(C)n1c(C)cc(C(=O)CSc2ncccn2)c1C (stereo not given)	0.8	0	4%	7	-2%	5%	i	i
Cn1c(SCC(=O)NC2CCCCC2)nnc1-c1ccccc1F	-2.1	3	4%	-12	0%	10%	i	i
N#Cc1ccc(-n2c(-c3ccccc3)nnc2-c2ccccc2)cc1C#N	0.5	2	-1%	19	-10%	17%	i	i
CCOc1ccc(C(=O)NCC(=O)N2CC=C(c3ccccc3)CC2)cc1OCC	-1.5	-7	0%	4	2%	-16%	-32%[inhibitor]	i
O=C(NCCCn1ccnc1)C1CC(c2cccc(Br)c2)=NO1 (stereo not given)	-2.9	3	4%	10	-1%	-8%	i	i
C=COCCNC(=O)Nc1ccc(Cl)cc1Cl	-8.2	-1	-4%	-6	-1%	-8%	i	i
C[C@@H]1CN([C@H](C)CO)C(=O)c2c(c3ccccc3n2C)-c2ccccc2CO[C@H]1CN(C)C(=O)CCC(F)(F)F	0.6	-6	-9%	5	.	-5%	-24%	i
CC(NC(=O)Cc1ccccc1)C(=O)O (stereo not given)	-1.7	-14	27%	0	-3%	0%	-14%	i
Nc1nonc1C(=O)NCCNC(=O)c1ccccc1F	-1.5	5	0%	1	-3%	9%	i	i
Cc1cnc(NC(=O)CC2CCCC2)s1	0.7	3	0%	-6	3%	1%	i	i
CCc1ccc(C2C3=C(CC(C)(C)CC3=O)OC3=C2C(=O)CC(C)(C)C3)cc1	-4.0	6	-9%	17	1%	8%	-16%	i
COc1ccc(Cc2nc3ccc(C(=O)N(C)Cc4nccs4)cc3o2)cc1OC	-2.3	4	-6%	2	3%	5%	-27%	i
O=C(CCS(=O)(=O)Cc1ccccc1F)NCc1ccccc1Cl	0.1	3	2%	-15	-1%	11%	i	i
O=C(O)[C@@H]1Cc2c([nH]c3ccccc23)C2CCC(=O)N21 (stereo not given in full)	1.8	-6	1%	-2	2%	-2%	-5%	i
COc1ccc(C2C(C#N)=C(N)OC3=C2C(=O)CC(C)(C)C3)cc1OC (stereo not given)	0.1	2	-10%	3	-1%	11%	-7%	i
Cc1ccc(N2CCN(C(=O)c3ccccc3)CC2)c(C)c1	1.5	-18	7%	9	-1%	-11%	i	i
CC1(C)CC(Cc2ccc(Cl)nc2)N(C(=O)OC(C)(C)C)C1 (stereo not given)	1.2	-4	-9%	-2	.	10%	i	i
CCOC(=O)c1c(NC(=O)CN2CCOCC2)sc2c1CCCC2=O	-2.2	3	7%	20	0%	-10%	i	i
O=c1[nH]c2ccc(Br)cc2c(-c2ccccc2)c1N1CCOCC1	-1.0	0	-2%	7	0%	3%	i	i
O=C(NCCSc1ccccc1)c1ccccc1	-5.5	0	-5%	-11	1%	0%	-39%[inhibitor]	i

In another format: entries from further up.
SMILES: O=C(O)[C@@H]1Cc2c([nH]c3ccccc23)C2CCC(=O)N21 (stereo not given in full)
  CCT chaperon mod: 1.8
  D3 ag: -6
  EPAC2 antagonist: 1%
  D3 antag: -2
  Mm-Cpn inhibitor: 2%
  EPAC2 agonist: -2%
  PTHR1 ag: -5%
  Akt phos inh: i
SMILES: COc1ccc(C2C(C#N)=C(N)OC3=C2C(=O)CC(C)(C)C3)cc1OC (stereo not given)
  CCT chaperon mod: 0.1
  D3 ag: 2
  EPAC2 antagonist: -10%
  D3 antag: 3
  Mm-Cpn inhibitor: -1%
  EPAC2 agonist: 11%
  PTHR1 ag: -7%
  Akt phos inh: i
SMILES: Cc1ccc(N2CCN(C(=O)c3ccccc3)CC2)c(C)c1
  CCT chaperon mod: 1.5
  D3 ag: -18
  EPAC2 antagonist: 7%
  D3 antag: 9
  Mm-Cpn inhibitor: -1%
  EPAC2 agonist: -11%
  PTHR1 ag: i
  Akt phos inh: i
SMILES: CC1(C)CC(Cc2ccc(Cl)nc2)N(C(=O)OC(C)(C)C)C1 (stereo not given)
  CCT chaperon mod: 1.2
  D3 ag: -4
  EPAC2 antagonist: -9%
  D3 antag: -2
  Mm-Cpn inhibitor: .
  EPAC2 agonist: 10%
  PTHR1 ag: i
  Akt phos inh: i

Remaining list, next part.
Molecule	CCT chaperon mod	D3 ag	EPAC2 antagonist	D3 antag	Mm-Cpn inhibitor	EPAC2 agonist	PTHR1 ag	Akt phos inh
CCN1C(=O)N(c2ccc(Cl)cc2)C(C)=CC1(C)C	-1.5	3	2%	6	-2%	-3%	i	i
Cc1ccc(S(=O)(=O)N2CCN(c3nccnc3C#N)CC2)cc1	0.4	-5	-10%	-7	1%	5%	-21%	i
C=CCSc1nnc(-c2c[nH]c3ccccc23)n1CCOC	-1.2	13	4%	11	1%	8%	i	i
CCC(c1nc2ccccc2[nH]1)n1c(-c2ccnc(Cl)c2)nc2ccccc21 (stereo not given)	.	-11	-7%	-75*	.	17%	-4%	i
Nc1nc(Br)c2c(F)cccc2c1-c1ccc(Cl)cc1	-4.9	20	-19%	17	-4%	12%	?	i
COc1cc(NC(=O)CCl)ccc(=O)c1	-2.2	-2	-1%	-25	.	14%	-8%	i
Cc1ccc(S(=O)(=O)N2CCOCC2)cc1NC(=O)COC(=O)c1ccccc1OCc1c(C)noc1C	4.1	7	-2%	21	2%	-2%	i	i
CCOc1ccc(/C(O)=C2/C(=O)C(=O)N(CC3CCCO3)C2c2ccc(C)o2)cc1 (stereo not given)	-4.9	1	11%	7	-1%	-31%[inhibitor]	-35%[inhibitor][57.5 µM]	i
O=[N+]([O-])c1cc([N+](=O)[O-])c(Oc2cccc(Cl)c2Cl)cc1NN1CCCCC1	-0.7	15	4%	32	2%	-1%	i	i
COc1ccc(/C=C(/NC(=O)c2ccccc2OC)C(=O)Nc2ccc(C(=O)O)cc2)cc1	0.4	7	0%	19	-2%	-3%	-10%	i
CCc1nc2c(OCc3ccc(F)cc3)cccn2c1N(C)C(=O)c1ccco1	-1.0	-16	-3%	-10	.	5%	-23%	i
CC(CO)N1CCS(=O)(=O)CC1 (stereo not given)	0.4	0	1%	3	0%	-7%	i	i
O=C(CSc1nc(-c2ccco2)cc(C(F)(F)F)n1)NCc1cccs1	0.7	-16	14%	-2	?	1%	i	i
COc1ccc(S(=O)(=O)N2CCN(Cc3cccs3)CC2)cc1OC	0.0	1	-5%	8	-3%	-15%	-24%	i
O=C(Nc1ccc(Cl)cc1)NC1CCCc2ccccc21 (stereo not given)	-2.2	-6	6%	-10	2%	12%	-33%[inhibitor]	i
